BCR signal inh: qHTS Assay to Find Inhibitors of Chronic Active B-Cell Receptor Signaling; ABC-DLBCL IkBa-CBG/CBR reporter, luminescence ratio, 4 h; Potency, µM (titrated, usually from 46.1 µM), for the others: top-dose ratio change, negative = lower green/red ratio, actives largely listed as inhibitors; actives 0.05% (n = 340,000); active means well fitted inhibition curve with a large enough effect in the signal ratio, with a control signal flat, not every such curve was filed as active; inconclusive means small, poorly fitted or top-dose-only effect, or effect the other way, or a change in a side signal; the % refers to the signal ratio;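 further: potency means the concentration at half of the fitted maximal effect; plate controls were basal doxycycline-induced cells for no effect and cells given 10 µM MG132 for full effect; MG132 reads +100%, hits lower the ratio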
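Concentration-response series (up to 46 uM) were applied to TMD8 dual-reporter cells for 4 h at 37C with doxycycline. Green/red ratio, after filter-overlap correction, defined %Activity; red signal alone was normalised to basal cells and zero luminescence.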
CXXC DNA block: qHTS Fluorescence Polarization Assay for Inhibitors of MLL CXXC domain - DNA interaction; actives 0.037% (n = 290,000); Potency, µM (titrated, usually from 115 µM), for the others: at the highest dose activity change, negative = inhibition, most hits filed as inhibitors; AID 2662, 2010; Histone-lysine N-methyltransferase 2A (Homo sapiens), Q03164; MLL-CXXC / FITC-HOXA9 DNA fluorescence polarization; active means well fitted inhibition curve with a large enough effect in the polarisation, with a control signal flat, not every such curve was filed as active; inconclusive means small, poorly fitted or top-dose-only effect, or effect the other way, or a change in a side signal; inactive means no such curve, though single readings can be large or run the other way; the % refers to the polarisation; further: potency means the concentration at half of the fitted maximal effect
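Fluorescence polarization: 7 uM MLL-CXXC (stock) preincubated 5 min with compounds, then 50 nM fluorescein-HOX-A9 DNA (stock) added; 30 min ambient. Buffer 50 mM Tris-HCl pH 7.5, 50 mM NaCl, 1 mM DTT, 0.05% BSA.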
Giardia kill: Small Molecules that selectively kill Giardia lamblia: qHTS; Giardia lamblia trophozoite viability; activity change, % at 7.66 µM, hits read low; actives 0.15% (n = 340,000); AID 540267, 2011; in the data active means activity change below about -80%; inconclusive means between about -30% and that limit;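 further: parasites exposed to compound for two days anaerobically before the ATP read; on the % scale 0 is the no-effect control and ±100 the full control effect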
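ATP-content bioluminescence gauges trophozoite survival. Cells (100/well) receive compound and incubate anaerobically for 48 hrs at 37 deg C; detection reagent follows for 15-30 min at room temperature.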
FBPA coupling cs: qHTS Assay for Inhibitors of Fructose-1,6-bisphosphate Aldolase from Giardia Lamblia: Coupling assay counterscreen | activity change, negative = inhibition, % at 58.2 µM, hits read low | coupling enzyme system counterscreen, AmpLite Red fluorescence | actives 0.67% (n = 290,000); in the data active means activity change below about -30%; further: on the % scale 0 is the no-effect control and ±100 the full control effect
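Counterscreen of the coupled detection system alone, without aldolase: glyceraldehyde-3-phosphate coupling enzymes plus AmpLite Red readout. Compounds at 57.5 uM final, 10 min RT preincubation, 20 min RT reaction, fluorescence 525/598 nm.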
GALK inhibitor: qHTS Assay for Inhibitors of Human Galactokinase (GALK); P51570; Purified GALK, Kinase-Glo residual ATP luminescence; Potency, µM (highest dose often 57.5 µM), for the others: top-dose activity change, negative = inhibition, actives largely listed as inhibitors; actives 0.007% (n = 270,000); AID 1868, 2009; further: potency means the concentration at half of the fitted maximal effect; on the % scale 0 is the no-effect control and ±100 the full control effect
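GALK at 5 nM final was combined with compound, 35 uM ATP and 100 uM galactose in HEPES pH8.0 with MgCl2 and DTT. The reaction ran one hour at room temperature before luminescent ATP detection.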
A-T KAP1 phos: qHTS Assay for Identifying a Potential Treatment of Ataxia-Telangiectasia; […] A-T fibroblasts, KAP-1 phosphorylation AlphaLISA; neocarzinostatin DNA damage 30 min before lysis; Potency, µM (series often up to 57.5 µM), for the others: top-dose activation, most hits filed as activators; actives 0.19% (n = 320,000); further: potency means the concentration at half of the fitted maximal effect; % of control where 0% means no effect; nearly all actives have a fitted effect of over 45% in size
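hTERT-immortalized A-T patient fibroblasts ([…]), 500 cells/well in OPTI-MEM, 1% FBS, got compounds for 60 min, then NCS for 30 min at 37C. Lysates were then assayed for phospho-KAP-1 by AlphaLISA (anti-pKAP1 donor, anti-KAP1 acceptor beads), 6 hr at 25C.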
Tb PFK block: qHTS Assay to Find Inhibitors of T. brucei phosphofructokinase | ATP-dependent 6-phosphofructokinase (Trypanosoma brucei brucei), O15648 | T. brucei PFK, ADP-Glo luminescence | Potency, µM (highest dose often 57.5 µM), for inactives: at the highest dose activity, negative = inhibition, actives largely listed as inhibitors | actives 0.17% (n = 330,000);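 further: potency means the concentration at half of the fitted maximal effect; 0% = uninhibited 1x PFK enzyme wells and -100% = no-enzyme wells; nearly all actives have a fitted effect of over 60% in size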
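Activity is normalized to no-enzyme wells (full inhibition) and 1.25 nM enzyme wells (no inhibition). Reaction: 0.5 mM F6P, 0.1 mM ATP, 45 min RT, ADP-Glo luminescence; concentration-response curves fitted and classed by quality.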
TCR activator: Activators of T cell receptors: qHTS campaign | 330,000 tested, under 10 active | Potency, µM (doses to about 9.22 µM), for the others: at the highest dose activation of IL-2 secretion, most hits filed as activators | primary human leukocytes, anti-CD3, IL-2 HTRF, 48 h; further: % of control where 0% means no effect
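IL-2 produced over 48 hr by a-CD3 bead-stimulated primary human leukocytes exposed to compounds was detected with a homogeneous time-resolved FRET immunoassay, 665nm acceptor signal after 320nm excitation.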
TSHR antagonist: Antagonists of the Thyroid Stimulating Hormone Receptor: HTS campaign | actives 0.2% (n = 330,000) | activity change, negative = inhibition, % at 11.5 µM | AID 504810, 2011 | TSHR-expressing cells, TSH-stimulated cAMP HTRF, 2 h; hits give low values;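 active means activity change below a set negative limit, meaning inhibition stronger than a set level, cut at about -70% in these data; inconclusive means activity change between two set negative limits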; further: on the % scale 0 is the no-effect control and ±100 the full control effect
Target sequence (P16473 whole entry, looked up): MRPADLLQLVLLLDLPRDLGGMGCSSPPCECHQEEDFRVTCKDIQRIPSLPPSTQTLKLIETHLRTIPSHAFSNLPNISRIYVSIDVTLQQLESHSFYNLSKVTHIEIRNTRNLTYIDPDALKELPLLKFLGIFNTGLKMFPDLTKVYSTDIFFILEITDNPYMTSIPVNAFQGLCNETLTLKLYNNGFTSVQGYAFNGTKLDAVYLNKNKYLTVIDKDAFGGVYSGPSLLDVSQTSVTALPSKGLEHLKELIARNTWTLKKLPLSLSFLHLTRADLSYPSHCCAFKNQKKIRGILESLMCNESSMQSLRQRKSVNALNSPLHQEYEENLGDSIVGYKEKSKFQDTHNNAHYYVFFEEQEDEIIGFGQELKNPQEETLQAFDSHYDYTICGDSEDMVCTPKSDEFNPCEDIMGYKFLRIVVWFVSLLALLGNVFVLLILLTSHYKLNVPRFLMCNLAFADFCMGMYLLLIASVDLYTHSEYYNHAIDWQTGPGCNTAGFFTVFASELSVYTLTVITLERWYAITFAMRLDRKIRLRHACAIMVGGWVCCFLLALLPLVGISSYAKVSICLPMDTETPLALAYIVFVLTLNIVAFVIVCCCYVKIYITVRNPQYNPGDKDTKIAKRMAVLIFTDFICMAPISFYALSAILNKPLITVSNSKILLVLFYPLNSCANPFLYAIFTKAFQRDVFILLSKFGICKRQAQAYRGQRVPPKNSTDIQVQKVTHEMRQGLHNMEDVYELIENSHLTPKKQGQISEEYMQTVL
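Inhibition of cAMP made by TSHR-expressing cells under TSH stimulation (4nM final, EC80; 2 h, 37 deg C) is quantified with a one-step lysis HTRF kit, anti-cAMP cryptate versus cAMP-d2.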
hERG WT inh: qHTS for Inhibitors of KCHN2 3.1: Wildtype qHTS | activity change, % at 1.84 µM | AID 720551, 2013 | U2OS, BacMam KCNH2, thallium flux FluxOr; hits give low values | Voltage-gated inwardly rectifying potassium channel KCNH2 (Homo sapiens), Q12809 | actives 0.37% (n = 340,000);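 active means maximum activity change below -70%; inconclusive means maximum activity change between -70% and -50%; inactive means maximum activity change above -50%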; further: on the % scale 0 is the no-effect control and ±100 the full control effect
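U2OS cells transduced with wild-type KCNH2 virus are loaded with FluxOr dye for 45 min, and thallium flux is measured in kinetic reads before and after stimulation buffer. Rate constants are normalized to DMSO controls.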
Active calls of the source: *; ? = inconclusive; . = no result given; [ ] = remark or other dose. Unless noted, the call rests on the fitted dose curve; in most records, active means well fitted curve in the direction sought with a large enough effect; inconclusive means small, poorly fitted or top-dose-only effect, or another doubt; inactive means no such curve, though single readings can be large; an effect the other way counts as inactive or inconclusive.

SMILES	BCR signal inh	CXXC DNA block	Giardia kill	FBPA coupling cs	GALK inhibitor	A-T KAP1 phos	Tb PFK block	TCR activator	TSHR antagonist	hERG WT inh
O=C(NC1CCCCC1)C(c1cccs1)N(C(=O)Cc1c[nH]c2ccccc12)c1ccc(F)cc1 (stereo not drawn)	3.5%	0.3%	14.6	1.6	-0.8%	-3.1%	-1.1%	-2.8%	-27.2	-0.9
CCOc1ccc(C(=O)CN2CCN(S(=O)(=O)c3ccc(F)cc3)CC2)cc1	-8.5%	6.2%	-0.8	-1.3	-2.4%	-7.3%	-0.1%	2.1%	-12.1	0.1
COc1ccc2c(CC(=O)NCCN3C(=O)S/C(=C\c4cccnc4)C3=O)coc2c1	-16.4%	7.7%	1.6	-5.8	12.1%	3.5%	-2.4%	.	2.6	8.8
O=c1c2cn(Cc3ccccc3)c3ccccc3c-2nn1Cc1ccc(F)cc1Cl	-0.1%	16.3%	-12.5	2.3	-0.2%	-4.5%	-9.2%	-3.5%	0.4	-2.2
CC1CCc2nc3ccccc3c(C(=O)OCC(=O)N3CCc4ccccc43)c2C1 (stereo not drawn)	-1.5%	9.5%	5.0	-11.6	-2.6%	2.3%	9.2%	-9.4%[46.1 µM]	29.1	-1.0
Cc1nn(-c2ccccc2)c(Cl)c1C(=O)OC(C)C(=O)NC(=O)NC1CCCCC1 (stereo not drawn)	-3.5%	-3.0%	37.1[activator]	0.5	-1.3%	.	0.5%	3.1%	2.4	1.1
Cc1ccc(-c2nc(CS(=O)CC(=O)NCc3ccc(Cl)cc3)c(C)o2)cc1 (stereo not drawn)	?	-3.9%	15.4	3.6	2.5%	30.8%	4.1%	0.3%	27.2	4.3
CCCOc1ccc(C(C)=O)cc1CSc1nc(O)cc(=O)[nH]1	16.1%	10.5%	15.6	17.6	3.7%	.	7.6%	-0.5%	-22.7	-6.9
CN(C)c1ccc(P(=O)(OC2CCCCC2)C(Nc2ccccc2)c2cccnc2)cc1 (stereo not drawn)	5.2%	-9.3%	-5.2	-3.1	.	12.1%	-21.9%	-0.3%	-6.8	-6.3
CSc1ccc(S(=O)(=O)N2CCC(C(=O)Nc3ccc(C(N)=O)cc3)CC2)cc1	-7.8%	-3.2%	8.7	-1.3	18.1%	2.4%	0.1%	-4.0%	-0.2	-4.2
CCOC(=O)c1c(C)[nH]c(C)c1C(=O)COC(=O)[C@@H]1CCCN1S(=O)(=O)c1ccc(Cl)cc1	-3.3%	10.3%	1.6	1.8	1.5%	.	1.7%	1.5%	-13.9	-0.5
COc1ccc(CNC(=O)c2coc(=O)c3ccccc23)c(OC)c1	-12.4%	10.6%	-10.5	0.3	1.0%	-4.3%	-1.8%	.	-9.0	-27.5
OCCN1CCN(c2nc(-c3ccccc3O)nc3ccccc23)CC1	?	0.9%	7.2	-0.4	-1.3%	6.7%	1.4%	-5.3%	-1.6	-5.3
O=C(O)CCN=CC1=C(O)CC(c2ccccc2)CC1=O (stereo not drawn)	0.3%	7.5%	8.7	-1.6	-0.7%	8.1%	-0.5%	4.3%	-14.5	-15.3
CN1CC(c2ccccc2)C2(COc3ccccc3C2=O)C12C(=O)Nc1ccccc12 (stereo not drawn)	-13.6%	-6.5%	-13.0	-5.2	-1.2%	4.9%	6.6%	0.5%	7.2	1.0
Cc1cc2c(c(=O)n1Cc1ccccn1)C(c1ccc3c(c1)OCO3)C(C#N)=C(N)O2 (stereo not drawn)	-0.4%	11.9%	-2.9	-1.0	0.9%	7.0%	3.8%	4.3%	-6.7	-4.5
O=C(c1ccco1)N1CCN(C(=S)Nc2ccccc2C(F)(F)F)CC1	-2.3%	5.8%	7.1	.	3.3%	3.8%	-4.3%	2.0%	3.8	15.5
O=C(NCc1ccco1)c1cc(S(=O)(=O)N2CCCc3ccccc32)ccc1Cl	6.6%	?	3.0	-3.9	-2.7%	1.9%	-1.5%	1.2%	0.5	0.7
CCOC(=O)C1(CCc2ccccc2)CCN(C2Cc3ccccc3C2)CC1	?	-3.3%	-19.3	-4.4	1.3%	1.7%	6.0%	3.9%	-39.9	?
CCn1cc(C(=O)NCCc2ccccc2)c(=O)c2cc(F)c(N3CCN(C)CC3)cc21	6.2%	1.5%	-22.3	3.0	-0.4%	-4.8%	-10.4%	-8.3%	-1.1	-3.4
Nc1ccc2nc(CCCCCCCCc3nc4ccc(N)cc4[nH]3)[nH]c2c1	?	8.8%	4.6	-9.7	1.1%	-14.3%	-5.4%	-9.0%	1.9	-0.5
CCc1nn2c(NCCOC)cc(C)nc2c1-c1ccc(F)cc1	?	21.1%	-2.1	1.2	1.1%	0.9%	-1.5%	4.9%	0.3	-1.5
O=C(COc1ccccc1)Nc1cccc2c1CCCC2	?	3.5%	-2.3	2.3	0.1%	4.8%	0.1%	3.6%	-7.4	-3.3
CCOC(=O)N1CCN(C(=O)C2CCN(Cc3cccc(OCc4ccccc4)c3)CC2)CC1	-1.3%	3.1%	3.2	2.1	1.9%	-1.4%	-1.2%	-4.5%[46.1 µM]	11.6	5.7
COc1ccc([N+](=O)[O-])cc1NC(=O)CC(c1ccccc1)c1ccccc1	?	20.3%	-10.0	-5.1	-1.5%	4.7%	-3.6%	-1.6%[46.1 µM]	-0.9	2.6
CCO[C@H]1OC(C(=O)NC2CC2)=C[C@@H](c2coc3ccccc3c2=O)[C@@H]1CCCO	-0.1%	-24.6%	15.1	-3.8	2.9%	5.1%	-8.3%	-1.2%	-4.3	.
CCn1c(SCC(=O)Nc2cc(NC(C)=O)ccc2OC)nnc1-c1ccncc1	-18.9%	6.4%	.	1.7	-0.1%	5.5%	8.6%	.	4.2	.
CC(C)c1nc(Cl)c(C#N)c2c1CCCC2	-2.6%	3.6%	1.0	5.5	0.8%	4.3%	-1.7%	1.6%[46.1 µM]	-2.3	-1.4
Cc1cccc(C)c1N1CCN(C(=O)Cn2cncn2)CC1	5.0%	-14.5%	4.8	-1.9	2.6%	-4.3%	0.3%	3.9%	-4.5	8.7
CCOc1ccc(C(C)=O)cc1COc1ccc(-c2nnco2)cc1	?	-5.2%	4.7	.	-2.1%	-12.5%	-1.7%	1.1%	13.6	0.0
CC(=O)Nc1cc(NC(=O)C2C3C=CC(C3)C2C(=O)O)ccc1Cl (stereo not drawn)	-3.0%	4.2%	-3.3	0.6	1.1%	-2.5%	1.5%	5.2%[46.1 µM]	2.3	-6.4
O=C(NC1CCCCCCC1)c1c(O)c2ccccc2[nH]c1=O	?	7.2%	10.8	2.6	0.0%	0.6%	-3.1%	-2.2%	5.6	-13.9
Cc1ccc(CNc2cccnc2)cc1	-1.6%	10.2%	0.1	-0.4	-0.4%	7.4%	-1.9%	-6.4%	0.9	-0.3
O=C(O)c1ccc(Nc2nc3c(s2)CCCC3)cc1	?	?	-1.2	0.0	-1.1%	2.3%	3.2%	8.6%	-2.2	6.1
COc1ccc(S(=O)(=O)Nc2ccc(N3CCOCC3)cc2)cc1[N+](=O)[O-]	-2.9%	-8.2%	5.7	-1.9	-0.1%	-7.1%	-3.3%	3.3%	2.6	-2.8
CC1=NN(C(N)=S)C(=O)C1N=Nc1cccc(Cl)c1 (stereo not drawn)	?	1.6%	7.9	-1.8	-2.4%	-15.8%	2.4%	0.1%	-13.0	-17.9
CCOC(=O)C1Cn2c(nc3c(c2=O)C(C)(C)Cc2ccccc2-3)S1 (stereo not drawn)	-2.3%	0.2%	-9.3	1.4	0.9%	13.8%	2.9%	-3.5%	-3.0	-1.4
